Assay outcomes from PubChem BioAssay.
esBAF inh = inhibitors of esBAF chromatin remodeling in mouse ES cells; Bmi1-luciferase knock-in reporter, 24 h; 100% = twice the neutral-well signal; reporter increase, % at 12.5 µM; 2% of 350,000 active; in the data active = activation above about 40%;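 note: 0% = median of the plate's neutral control wells and 100% = double that signal; a rise in the Bmi1 reporter signal indicates esBAF inhibition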
EWS-Fli inh = inhibitors of EWS/Fli oncoprotein transcriptional activity | AID 651661 | 0.67% of 350,000 active | A673 NR0B1-luciferase reporter, viability-normalised | inhibition, % at 12.6 µM;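 active = mean inhibition of at least 50% after viability correction, with every replicate also passing that limit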;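 note: firefly luciferase signal divided by Alamar Blue viability fluorescence both relative to DMSO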
FN deposit inh = fibronectin deposition inhibition | AH1F fibroblasts, Alexa488-fibronectin deposition fluorescence, overnight | inhibition, % at 12.6 µM | 0.086% of 350,000 active | AID 743247;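 active = mean inhibition across replicates of 30% or more, regardless of how many single replicates reach that level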;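 note: positive control wells lacked labelled fibronectin entirely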
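Assay system: AH1F fibroblasts / Quantity: 10000 cells per well / Medium: DMEM plus 2% serum, read in PBS / Reagent: labelled fibronectin 24 nM / Dosing: single dose, pinned / Times: 1 h cell attachment, overnight exposure to compound and label / Signal: fluorescence, ex 485 nm, em 525 nm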
XiGFP reactiv = activators of X-chromosome reactivation in mouse fibroblasts | XiGFP mouse fibroblasts, % GFP-positive cells imaging, 3 d; cells co-treated with 5-aza-dC sensitizer; scaled so ellipticine positive control = 100% | activation, % at 7.58 µM | 0.055% of 360,000 active | AID 743238;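 active = mean normalized replicate activation at least 10% and every replicate at or above 10%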;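 note: 0% = median of on-plate neutral control wells and 100% = ellipticine 6 µM median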
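System: 68-5-11 XiGFP fibroblast line; Timing: 3 days compound exposure; Compound dosing: one concentration, pinned; Benchmarks: positive control ellipticine, 6 µM final; Buffer or medium: DMEM containing 5-aza-dC.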
E-sel inducer = induces E-selectin expression in human endothelial cells | AID 686992 | P16581 | 0.37% of 260,000 active | HUVEC E-selectin immunofluorescence imaging; normalized: neutral wells 0, TNF-alpha wells 100 | activation, % at 7.58 µM;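 active = mean E-selectin-positive cell signal at least 10% of the positive control, reached in at least 60% of replicates, without over 20% cell loss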;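 note: in these data hits start at about 27%; measured in HUVEC primary endothelial cells; signal is the percent of cells scored E-selectin positive by PE staining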
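System: HUVEC / Compound: single concentration / Signal: immunofluorescence imaging / Read-out: percent E-selectin-positive cells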
RAD54 inh = RAD54 (human) branch migration inhibition; inhibition, % at 10.4 µM; 0.14% of 360,000 active; RAD54 Holliday junction branch migration, FAM/BHQ fluorescence; Q92698;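 active = mean normalized replicate activity at least 40 and at least half of replicates scoring 40 or more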;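 note: 0% = median of neutral control wells and 100% = median of positive control wells; inhibitors cause a drop in the FAM fluorescence signal; in these data hits start at about 50%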
Target sequence (Q92698 whole entry, looked up): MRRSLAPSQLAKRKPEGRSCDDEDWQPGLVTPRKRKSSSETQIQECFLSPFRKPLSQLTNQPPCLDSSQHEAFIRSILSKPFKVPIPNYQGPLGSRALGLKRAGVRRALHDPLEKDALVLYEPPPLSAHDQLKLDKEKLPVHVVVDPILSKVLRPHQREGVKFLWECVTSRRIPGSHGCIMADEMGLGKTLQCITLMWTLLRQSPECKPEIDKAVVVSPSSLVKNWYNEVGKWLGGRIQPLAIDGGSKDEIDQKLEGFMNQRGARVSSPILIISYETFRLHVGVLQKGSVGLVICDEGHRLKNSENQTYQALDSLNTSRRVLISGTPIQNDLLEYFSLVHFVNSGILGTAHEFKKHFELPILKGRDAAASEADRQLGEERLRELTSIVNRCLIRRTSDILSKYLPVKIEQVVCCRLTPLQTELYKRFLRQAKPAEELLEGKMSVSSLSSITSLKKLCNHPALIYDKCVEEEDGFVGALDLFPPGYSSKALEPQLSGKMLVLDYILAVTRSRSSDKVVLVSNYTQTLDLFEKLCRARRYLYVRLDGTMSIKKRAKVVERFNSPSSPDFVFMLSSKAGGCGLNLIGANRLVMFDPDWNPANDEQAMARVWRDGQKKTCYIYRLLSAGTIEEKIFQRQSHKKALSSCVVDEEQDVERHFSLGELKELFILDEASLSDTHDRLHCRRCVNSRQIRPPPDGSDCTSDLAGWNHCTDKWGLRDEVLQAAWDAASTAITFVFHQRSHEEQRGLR
The depositor's hits bear a star; · = no result given; & = joins results of further samples. Not all compounds are listed (hit frequency here may not be typical).

The opening 3 compounds as a preview:
SMILES,esBAF inh,EWS-Fli inh,FN deposit inh,XiGFP reactiv,E-sel inducer,RAD54 inh
CCC(=NCCN1CCOCC1)c1c(O)n(-c2ccccc2C)c(=O)[nH]c1=O,-9,·,·,·,·,-7
CCCCn1c(O)c(C=NC2CCCCC2N)c(=O)[nH]c1=O (stereo unspecified),-4,·,·,·,·,-4
COc1ccc2c(c1)c(C(=O)CN1CCN(C)CC1)c(C)n2Cc1ccccc1,-8,·,·,·,·,15

The whole of this part, from the start:
SMILES,esBAF inh,EWS-Fli inh,FN deposit inh,XiGFP reactiv,E-sel inducer,RAD54 inh
CCC(=NCCN1CCOCC1)c1c(O)n(-c2ccccc2C)c(=O)[nH]c1=O,-9,·,·,·,·,-7
CCCCn1c(O)c(C=NC2CCCCC2N)c(=O)[nH]c1=O (stereo unspecified),-4,·,·,·,·,-4
COc1ccc2c(c1)c(C(=O)CN1CCN(C)CC1)c(C)n2Cc1ccccc1,-8,·,·,·,·,15
O=C1C2CCN(CC2)C1Cc1ccc(OCCOc2ccccc2)cc1 (stereo unspecified),11,·,·,·,·,0
COc1ccc(C(=O)C2CN(C)CC2C(=O)c2ccc(OC)cc2)cc1 (stereo unspecified),19,·,·,·,·,1
CCC(COC(=O)NC)NC(=O)Oc1ccccc1 (stereo unspecified),-4,·,·,·,·,-2
CC(C)N1C(=O)CC2(CC[N+](C)(CCOC(=O)C(O)(c3ccccc3)c3ccccc3)CC2)C1=O (stereo unspecified),6,·,·,·,·,4
Cc1ccc(N2C(=O)NC(=O)C(CCc3ccccn3)(Cc3cccc(Cl)c3Cl)C2=O)cc1 (stereo unspecified),·,·,·,0.1,·,-3
O=C(CNC1CCCCC1)N1CCC2(CC1)OCCO2,·,·,-4,·,·,-2
O=C(Nc1ccc(Cl)cc1)Nc1nccs1,·,·,-1,·,·,7
CCN(CC)c1ccc(N=Cc2c(O)n(-c3ccc(OC)cc3)c(=O)[nH]c2=O)cc1,·,·,11,·,·,-17
COc1ncccc1C(=O)NCC(CC(=O)O)c1ccccc1 (stereo unspecified),·,·,3,·,·,5
CCCOC(=O)c1c(N)n(Cc2cccs2)c2nc3ccccc3nc12,·,·,2,·,·,3
Cc1nc2ncnn2c(C)c1CCC(=O)N1CCC2(CC1)OCCO2,·,·,-1,·,·,-7
Cc1ccc(O)c(CN2CCN(c3ccccc3)CC2)c1,·,·,-8,·,·,2

Pulled by structure from the entries so far:
SMILES,esBAF inh,EWS-Fli inh,FN deposit inh,XiGFP reactiv,E-sel inducer,RAD54 inh
CCN(CC)c1ccc(N=Cc2c(O)n(-c3ccc(OC)cc3)c(=O)[nH]c2=O)cc1,·,·,11,·,·,-17
CC(C)N1C(=O)CC2(CC[N+](C)(CCOC(=O)C(O)(c3ccccc3)c3ccccc3)CC2)C1=O (stereo unspecified),6,·,·,·,·,4

The list continues:
SMILES,esBAF inh,EWS-Fli inh,FN deposit inh,XiGFP reactiv,E-sel inducer,RAD54 inh
C=CCn1c(O)c(C(C)=NCCC2=CCCCC2)c(=O)[nH]c1=O,·,·,-1,·,·,-2
CCC(C)NC(=O)c1c(N)n(Cc2ccc3c(c2)OCO3)c2nc3ccccc3nc12 (stereo unspecified),·,·,11,·,·,-3
CCCNC(=O)c1c(N)n(CC2CCCO2)c2nc3ccccc3nc12 (stereo unspecified),-8,·,-1,·,·,·
CCOC(=O)c1c(/N=C/c2c(O)n(-c3ccc(F)cc3)c(=S)[nH]c2=O)sc2c1CCCC2,-5,·,2,·,·,·
Cc1ccc(Cc2c(C)nc3nc(SCC(=O)N4CCC5(CC4)OCCO5)nn3c2C)cc1,5,·,-5,·,·,·
Clc1ccc2c(N3CCNCC3)ccnc2c1,-4,·,-2,·,·,·
CCN1CCN(S(=O)(=O)c2cnc(Cl)c(Br)c2)CC1,·,2,·,0.1,·,·
CCOC(=O)C1C(=O)N(C)C2(C)CC1c1ccccc1O2 (stereo unspecified),·,·,3,·,0.4,·
COc1cccc(NP(=O)(Oc2ccc(Cl)cc2)Oc2ccc(Cl)cc2)c1,·,·,-3,0.0,·,·
Cc1nn(Cc2ccccc2Cl)c(C)c1C(=O)OCC(=O)NC1CCS(=O)(=O)C1 (stereo unspecified),·,·,-1,-0.1,·,·
C/C(=N\N1CCCCCC1)c1c(O)n(-c2ccccc2)c(=O)[nH]c1=O,·,·,1,-0.2,·,·
O=C(COc1ccccc1)c1cn(Cc2ccccc2)c2ccccc12,·,·,5,0.4,·,·
CN(C(=O)CNC(=O)OCc1ccccc1)c1ccc(Br)cc1C(=O)c1ccccc1Cl,·,·,11,1.5,·,·
CCNc1nc(Cl)nc(NC(C)C)n1,·,·,11,0.9,·,·
C=CCN1[C@@H]2CN(C(=O)NC(C)C)C[C@H]1C2c1ccc(Br)cc1 (stereo partly specified),·,·,-8,1.2,·,·
CN1CCN(c2ccc(C(N)=O)cc2[N+](=O)[O-])CC1,·,·,11,0.0,·,·
O=C1CN=C(c2ccccc2)c2cc(Br)ccc2N1Cc1cc(=O)n2ccccc2n1,·,·,3,0.3,·,·
CC(=O)N1C[C@@H]2N[C@H](C1)C2c1ccccc1 (stereo partly specified),·,·,-6&-8,0.6&0.2,·,·
CN1CCN(c2cc(N3CCCCCC3)c(F)cc2[N+](=O)[O-])CC1,·,·,6,0.0,·,·
CC(C)NC(=O)N1C[C@@H]2N[C@H](C1)C2c1ccccc1 (stereo partly specified),·,·,-10,0.3&0.3,·,·
CN1[C@@H]2CN(CC(F)(F)F)C[C@H]1C2c1ccc(Br)cc1 (stereo partly specified),·,·,4,0.2,·,·
CC(C)NC(=O)N1C[C@@H]2C(c3ccc(Br)cc3)[C@H](C1)N2C (stereo partly specified),·,·,1&-3,0.1&0.5,·,·
N=Cc1c(O)n(-c2ccc(C34CC5CC(CC(C5)C3)C4)cc2)c(=O)[nH]c1=O,·,·,-13,0.2,·,·
C/C(=N\Nc1ccccc1)c1c(O)n(Cc2ccccc2)c(=O)[nH]c1=O,·,·,3,0.0,·,·
O=Cc1cn(Cc2ccc([N+](=O)[O-])cc2)c2ccccc12,·,·,1,-0.1,·,·
O=c1[nH]c(=S)n(Cc2ccc(F)cc2)c(O)c1/C=N/N1CCCCCC1,·,·,0,0.0,·,·
Nc1cc(N2CCNCC2)c([N+](=O)[O-])cc1Cl,·,·,1,0.0,·,·
CC(C)c1ccc(C2N3CCCN23)cc1 (stereo unspecified),·,·,4,0.0,·,·
Nc1c(C(=O)NCc2ccco2)c2nc3ccccc3nc2n1Cc1ccccc1,·,·,1,0.1,·,·
CCOC(=O)c1c(NS(=O)(=O)c2ccccc2)n(CCCOC)c2nc3ccccc3nc12,·,·,6,1.7,·,·

Profiles, quoted from the list. Screens in order: esBAF inh	EWS-Fli inh	FN deposit inh	XiGFP reactiv	E-sel inducer	RAD54 inh
Profile of O=Cc1cn(Cc2ccc([N+](=O)[O-])cc2)c2ccccc12 → ·	·	1	-0.1	·	·
Profile of CCN(CC)c1ccc(N=Cc2c(O)n(-c3ccc(OC)cc3)c(=O)[nH]c2=O)cc1 → ·	·	11	·	·	-17

Carrying on.
SMILES,esBAF inh,EWS-Fli inh,FN deposit inh,XiGFP reactiv,E-sel inducer,RAD54 inh
Cc1c(Cl)cccc1NC(=S)N1CC2CC(C1)c1cccc(=O)n1C2 (stereo unspecified),·,·,6,0.2,·,·
CN1C(=O)C(=Cc2ccc(N3CCOCC3)o2)C(=O)N(C)C1=O,·,·,-1,-0.1,·,·
Nc1cc(Cl)c2nonc2c1[N+](=O)[O-],·,·,4,2.0,·,·
CS(=O)(=O)N1C[C@@H]2C(c3ccccc3)[C@H](C1)N2CC1CC1 (stereo partly specified),·,·,-15&3,0.1&0.0,·,·
CC(C)NC(=O)N1C[C@@H]2N[C@H](C1)C2c1ccc(Br)cc1 (stereo partly specified),·,·,-10,-0.1&0.1,·,·
CN(C)C(Cc1ccc(Cl)cc1)C(=O)c1ccccc1 (stereo unspecified),·,·,-7,0.7,·,·
C=CCn1c(O)c(/C=C/C=Nc2ccccc2)c(=O)[nH]c1=O,·,·,5,0.0,·,·
CCc1ccc(N2C(=O)NC(=O)C(CCc3ccncc3)(CCc3ccncc3)C2=O)cc1,·,·,1,-0.1,·,·
CCC(CC)NC1CCCCC1OC (stereo unspecified),6,·,·,0.0,·,2
O=C1CN=C(c2cccs2)c2c(sc3c2CCCC3)N1,-1,·,12,·,·,-11
Cc1ccc(-c2nc3ccccc3c(=O)n2-c2nccs2)cc1,2,·,-6,·,·,-3
CCC(=NCc1ccc(F)cc1)c1c(O)n(C)c(=O)n(C)c1=O,-28,·,-12,·,·,5
COc1ccc(CCC(C)NCCc2ccccc2)cc1 (stereo unspecified),0,·,2,·,·,-2
O=C(O)c1c[nH]c2ccc(S(=O)(=O)N(CCCl)CCCl)cc12,2,·,5,·,·,-7
Cc1ccc2c(c1)N(CCC(=O)N1CCC3(CC1)OCCO3)C(=O)C(C)O2 (stereo unspecified),2,·,-7,·,·,-5
O=P(C(Cl)Cl)(N1CCCCC1)N1CCCCC1,2,·,1,·,·,-4
C1CNC2NCCNC2N1 (stereo unspecified),-5,·,-3,·,·,-7
O=C1C2CCCN2C(c2ccc(Cl)cc2)N1c1ccccn1 (stereo unspecified),-2,·,4,·,·,-3
CC(=NCc1cccnc1)c1c(O)n(C2CCCCC2)c(=O)[nH]c1=O,-5,·,11,·,·,4
COc1ccc(C2SCC(=O)Nc3c2c(=O)[nH]n3C2CCCCCC2)cc1OC (stereo unspecified),-4,·,-9,·,·,3
CCOc1cccc(N2C(=O)CC(=O)NC2=O)c1,-6,·,-4,·,·,3
CCOP(=O)(OCC)C(NC(=O)c1ccccc1Cl)=C(Cl)Cl,4,·,-3,·,·,0
CCSc1cc(C2C(C#N)=C(N)Oc3n[nH]c(C)c32)c(C)o1 (stereo unspecified),-6,·,7,·,·,-1
O=P(O)(O)Cc1ccccc1OP(=O)(c1ccccc1)c1ccccc1,-9,·,-7,·,·,7
N[C@@H](Cc1c[nH]c2ccccc12)c1nnc(SCc2ccc(F)cc2)o1,3,·,-1,·,·,1
COc1ccc(-n2c(O)c(C(C)=NCCN3CCNCC3)c(=O)[nH]c2=O)cc1,-7,·,-4,·,·,-15
CN(C)P1(N(C)C)=NC(C(F)(F)F)=NC(C(F)(F)F)=N1,-7,·,-7,·,·,0
CC(c1ccc(F)cc1)n1cc(C(=O)NCc2ccc3c(c2)OCO3)nn1 (stereo unspecified),-7,·,1,·,·,-5
O=C(NC(Oc1ccccc1)C(Cl)(Cl)Cl)c1ccccc1 (stereo unspecified),0,·,4,·,·,-11
CN1CCN(Cc2nc3ccccc3n2C)CC1,-1,·,-3,·,·,3
Cc1ccc(C2NC(=S)NC(c3ccc(C)cc3)C23C(=O)NC(=O)NC3=O)cc1 (stereo unspecified),-10,·,9,·,·,1
COc1ccc(C2SCC(=O)Nc3c2c(=O)[nH]n3C2CCCCC2)cc1 (stereo unspecified),-12,·,-1,·,·,0
O=P(OCC(F)(F)C(F)F)(N1CCCCC1)N1CCCCC1,-3,·,-25,·,·,-7
Cc1oc(-c2cccs2)nc1CSCC(=O)N1CCC2(CC1)OCCO2,3,·,0,·,·,-2
C=C1N2CCC(CC2)C1(O)c1ccc(C)cc1 (stereo unspecified),-2,·,-2,·,·,-11
CC(C)N1C(=O)/C(=C/C=C/c2ccco2)C(=O)N(Cc2ccco2)C1=O,0,·,-3,·,·,-35
C=C1C(O)(c2ccccc2)C2CC[N+]1(C)CC2 (stereo unspecified),-1,·,2,·,·,-10
CCN(CC)CCN=Cc1c(O)n(CCc2ccccc2)c(=O)[nH]c1=O,-1,·,0,·,·,0
COc1ccc(-c2nc3ccccc3c(=O)n2-c2nccs2)cc1,12,·,-2,·,·,6
O=c1c2ccccc2nc(-c2ccco2)n1-c1nccs1,-13,·,2,·,·,8
N#Cc1ccccc1Cn1cc(C(=O)c2cccs2)c2ccccc21,0,·,4,·,·,-2
